CIT2-GFP yeast = modulators of TOR pathway CIT2-GFP in S. cerevisiae | 320,000 compounds, 0.065% hits | S. cerevisiae CIT2-GFP strain, flow cytometry, 3 h; 100 means same as DMSO wells | GFP response vs DMSO, % at 10 µM | AID 2029;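 active means GFP response relative to DMSO above a set limit, near the screen mean plus 3 SD, cut at about 150% in these data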;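 further: ratio of well median GFP fluorescence to mean of DMSO wells on the plate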
CR mimetic SO = yeast age-related superoxide inhibition as caloric restriction mimetic; S. cerevisiae aged cells, superoxide DHE fluorescence; active compounds read low; 330,000 compounds, 0.18% hits; superoxide response (% of plate mean), % at 10 µM; AID 2690;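 active means superoxide response under a set limit, about three screen SD below normal, cut at about 65% in these data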;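 further: yeast aged for seven days with compound at 30 °C before DHE staining; 100% = average MFI of all compound-treated wells on the plate with controls excluded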
RPL19A TOR yeast = yeast TOR pathway RPL19A-GFP modulation. 330,000 compounds, 0.3% hits. S. cerevisiae RPL19A-GFP strain, flow cytometry, 3 h; active compounds read low. percent response vs DMSO, % at 10 µM;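 active means percent response vs DMSO below 50%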;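 further: median channel GFP fluorescence of the barcoded RPL19A-GFP strain; ratio of sample median GFP to plate DMSO average so 100% = DMSO; lower means less RPL19A-GFP as with rapamycin TOR inhibition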
AGP1 TOR yeast = alters AGP1-GFP fluorescence in TOR pathway yeast screen; S. cerevisiae AGP1-GFP multiplex flow cytometry, 3 h; GFP as percent of DMSO wells; GFP response vs DMSO, % at 10 µM; 320,000 compounds, 0.02% hits; AID 2066;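 active means GFP response relative to DMSO above a set limit, near screen average plus 3 SD, cut at about 150% in these data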;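 further: median GFP channel fluorescence of the gated AGP1 strain per well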
MEP2-GFP yeast = alters MEP2-GFP fluorescence in TOR pathway yeast screen; S. cerevisiae MEP2-GFP strain, flow cytometry GFP, 3 h; 100% = DMSO control level; GFP response vs DMSO, % at 10 µM; 330,000 compounds, 0.51% hits;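 active means GFP response versus DMSO above a set limit, roughly screen mean plus 3 SD, cut at about 180% in these data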;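 further: median GFP fluorescence of the barcode-gated MEP2-GFP cells per well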
Efflux pump mplx = antifungal efflux pump inhibition, Nile Red retention; S. cerevisiae Candida pump triplex; inhibition, % at 10 µM; 330,000 compounds, 0.44% hits; AID 485275;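 active means plate passing quality check with inhibition over a set limit, or well fluorescence over plate mean plus 4 SD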;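 further: Nile Red retained in pooled yeast measured as flow cytometry median fluorescence; 0% = buffer negative control and 100% = Enniatin B positive control; higher means more Nile Red kept so more efflux inhibition; some compounds called inactive have numbers as strong as hits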
LAP4-GFP MLPCN = alters LAP4-GFP fluorescence in TOR pathway yeast screen | S. cerevisiae LAP4-GFP multiplex, flow cytometry GFP, 3 h; median GFP as percent of DMSO wells | GFP response vs DMSO, % at 10 µM | 320,000 compounds, 0.34% hits;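 active means GFP response vs DMSO above a set limit, about the screen mean plus 3 SD, cut at about 150% in these data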
AHR activator = activates the human aryl hydrocarbon receptor | AID 2796 | 320,000 compounds, 2.5% hits | AHR-responsive luciferase reporter cells, luminescence | activation, % at 5 µM | P35869; in the data active means activation above about 47%;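 further: 0% = vehicle wells and 100% = reference agonist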
Target sequence (P35869 whole entry, looked up): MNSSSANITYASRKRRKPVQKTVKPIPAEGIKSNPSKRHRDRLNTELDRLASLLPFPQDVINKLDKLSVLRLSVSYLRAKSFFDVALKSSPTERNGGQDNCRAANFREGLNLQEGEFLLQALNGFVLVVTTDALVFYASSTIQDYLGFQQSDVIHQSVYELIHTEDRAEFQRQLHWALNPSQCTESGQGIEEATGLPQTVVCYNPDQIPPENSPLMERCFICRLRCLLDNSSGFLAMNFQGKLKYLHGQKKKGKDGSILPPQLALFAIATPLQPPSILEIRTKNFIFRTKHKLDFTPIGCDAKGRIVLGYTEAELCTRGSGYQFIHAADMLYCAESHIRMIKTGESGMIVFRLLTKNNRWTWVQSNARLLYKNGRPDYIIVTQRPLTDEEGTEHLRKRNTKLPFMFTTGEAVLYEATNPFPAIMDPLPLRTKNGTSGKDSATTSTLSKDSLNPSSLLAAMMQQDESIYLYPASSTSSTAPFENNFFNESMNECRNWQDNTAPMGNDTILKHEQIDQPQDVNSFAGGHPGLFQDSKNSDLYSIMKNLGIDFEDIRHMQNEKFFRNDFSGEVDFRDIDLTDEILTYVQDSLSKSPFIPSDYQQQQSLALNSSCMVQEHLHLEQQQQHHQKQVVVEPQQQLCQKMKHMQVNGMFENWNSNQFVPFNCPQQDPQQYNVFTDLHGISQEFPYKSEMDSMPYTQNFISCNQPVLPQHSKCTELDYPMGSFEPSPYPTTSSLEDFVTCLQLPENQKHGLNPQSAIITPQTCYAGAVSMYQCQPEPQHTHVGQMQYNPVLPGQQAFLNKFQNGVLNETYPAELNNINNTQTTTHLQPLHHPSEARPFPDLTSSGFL
Active calls of the source: *; nt = no result given.

Order of values – CIT2-GFP yeast	CR mimetic SO	RPL19A TOR yeast	AGP1 TOR yeast	MEP2-GFP yeast	Efflux pump mplx	LAP4-GFP MLPCN	AHR activator
(1) COc1cccc(CN(C)C(=O)CNC(=O)c2ccc(-c3ccccc3)cc2)c1OC
  93	113	100	93	98	0.1	110	-9
(2) O=C(COc1cc2oc(=O)c3c(c2cc1Cl)CCC3)NCc1ccncc1
  105	129	100	104	110	0.2	100	-6
(3) O=S(=O)(Cc1nc2ccccc2s1)c1ccccc1
  95	113	104	107	113	0.1	113	34
(4) Cc1ccc(NC(=O)Nc2ccccc2CC[N+](=O)[O-])cc1
  96	99	90	nt	96	0.0	95	15
(5) Cc1ccc(CC(=O)Nc2nncs2)cc1
  nt	100	97	103	102	0.0	91	2
(6) CCOC(=O)N1CCN(C(=O)C(NC(=O)C2CCC(C)CC2)C(C)C)CC1 (stereo not drawn)
  95	102	100	nt	99	0.2	96	5
(7) O=C(CN1C(=O)c2cccnc2Oc2ccc(Cl)cc21)N1CCCCCC1
  93	107	98	89	104	0.1	102	2
(8) CCN1CCN(C(=O)CSc2cc(=O)n(CC)c3ccccc23)CC1
  102	95	98	100	105	0.0	100	16
(9) CSc1ccc(/C=C(/NC(=O)c2ccc(C)cc2)C(=O)Nc2cccc(F)c2)cc1
  112	90	107	105	110	-0.1	96	1
(10) CCOC(=O)c1cccc(NS(=O)(=O)Cc2ccccc2)c1
  nt	108	101	105	105	0.4	111	3
(11) Cc1nn(Cc2ccccc2)c2c1C(c1ccncc1)C(C#N)=C(N)O2 (stereo not drawn)
  104	109	108	103	111	-0.2	92	1
(12) CCOC(=O)C1CCN(C(=O)CN(Cc2ccccc2)S(C)(=O)=O)CC1
  100	89	96	97	97	0.0	97	-1
(13) O=C(CSc1nc2ccccc2c(=O)n1-c1ccccc1F)NC1CCS(=O)(=O)C1 (stereo not drawn)
  101	100	98	104	96	0.2	102	2
(14) COc1ccccc1NC(=O)C1CCCN1S(=O)(=O)c1cccc2nsnc12 (stereo not drawn)
  108	98	98	103	109	-0.2	99	10
(15) CCOC(=O)N1CCN(C(=O)COC(=O)Cc2ccc(OC)cc2)CC1
  111	93	102	102	104	0.0	103	1
(16) CNC(=O)CC1C(=O)N(c2ccc(F)cc2)C(=S)N1NC(=O)c1ccc(Br)cc1 (stereo not drawn)
  93	104	104	85	99	-0.1	90	0
(17) CCCCC[C@H](O)/C=C/[C@@H]1[C@@H](C/C=C\CCCC(=O)O)[C@H]2CO[C@@H]1C2
  110	112	103	89	88	0.3	101	0
(18) COc1ccc(OC)c(NC(=O)c2ccc3nc(-c4ccccc4)c(-c4ccccc4)nc3c2)c1
  104	107	108	103	109	-0.2	101	3
(19) Cc1cc(NS(=O)(=O)c2ccc(NC(=O)/C=C/c3ccco3)cc2)nc(C)n1
  108	98	101	106	98	0.1	103	-1
(20) COC(=O)C1=C(CSc2nccn2C)NC(=O)NC1c1cc(C)ccc1C (stereo not drawn)
  104	92	102	110	108	0.1	103	2

6 entries already listed, ordered by molar mass, high to low:
Order of values – CIT2-GFP yeast	CR mimetic SO	RPL19A TOR yeast	AGP1 TOR yeast	MEP2-GFP yeast	Efflux pump mplx	LAP4-GFP MLPCN	AHR activator
(9) CSc1ccc(/C=C(/NC(=O)c2ccc(C)cc2)C(=O)Nc2cccc(F)c2)cc1
  112	90	107	105	110	-0.1	96	1
(14) COc1ccccc1NC(=O)C1CCCN1S(=O)(=O)c1cccc2nsnc12 (stereo not drawn)
  108	98	98	103	109	-0.2	99	10
(19) Cc1cc(NS(=O)(=O)c2ccc(NC(=O)/C=C/c3ccco3)cc2)nc(C)n1
  108	98	101	106	98	0.1	103	-1
(7) O=C(CN1C(=O)c2cccnc2Oc2ccc(Cl)cc21)N1CCCCCC1
  93	107	98	89	104	0.1	102	2
(6) CCOC(=O)N1CCN(C(=O)C(NC(=O)C2CCC(C)CC2)C(C)C)CC1 (stereo not drawn)
  95	102	100	nt	99	0.2	96	5
(3) O=S(=O)(Cc1nc2ccccc2s1)c1ccccc1
  95	113	104	107	113	0.1	113	34

Complete entries from above. Values in the order: CIT2-GFP yeast	CR mimetic SO	RPL19A TOR yeast	AGP1 TOR yeast	MEP2-GFP yeast	Efflux pump mplx	LAP4-GFP MLPCN	AHR activator
CCN1CCN(C(=O)CSc2cc(=O)n(CC)c3ccccc23)CC1 is listed with 102	95	98	100	105	0.0	100	16
COC(=O)C1=C(CSc2nccn2C)NC(=O)NC1c1cc(C)ccc1C (stereo not drawn) is listed with 104	92	102	110	108	0.1	103	2
O=S(=O)(Cc1nc2ccccc2s1)c1ccccc1 is listed with 95	113	104	107	113	0.1	113	34

Other results follow:
Order of values – CIT2-GFP yeast	CR mimetic SO	RPL19A TOR yeast	AGP1 TOR yeast	MEP2-GFP yeast	Efflux pump mplx	LAP4-GFP MLPCN	AHR activator
(21) CC(C)CSc1nnc2c3ccccc3n(C)c2n1
  99	78	93	88	96	-0.2	83	57*
(22) CC1Cc2ccccc2N1C(=O)CSc1ccccc1 (stereo not drawn)
  105	90	105	104	115	0.0	106	8
(23) CC(=O)c1cccc(S(=O)(=O)NCCC(=O)Nc2ccc(S(N)(=O)=O)cc2)c1
  108	97	111	107	105	-0.2	96	-2
(24) O=C(CN(C(=O)c1csnn1)c1cccc2ccccc12)NCc1ccc(F)cc1
  92	112	94	92	93	0.1	90	0
(25) N/C(=N\OC(=O)COc1ccccc1)c1cccnc1
  94	101	100	98	105	-0.1	116	4
(26) Cc1ccc(S(=O)(=O)c2ncccc2[N+](=O)[O-])cc1
  99	92	88	101	104	0.6	199*	6
(27) CC(=O)c1sc(NC(=O)c2cc(=O)c3ccccc3o2)nc1C
  106	107	100	95	105	0.0	88	6
(28) COc1ccc(C(=O)NC(=O)COC(=O)C2CC2C)cc1 (stereo not drawn)
  94	96	97	94	93	-0.2	97	1
(29) CCn1c(CNC(=O)COc2ccc(C(C)C)cc2)nnc1SCC(=O)Nc1ccccc1F
  105	93	100	106	109	-0.1	92	3
(30) O=C(Nc1ccc(C(=O)O)cc1)/C(=C\c1ccccc1)NC(=O)c1ccccc1
  100	109	99	95	86	-0.1	74	-2
(31) Cc1ccc(C)n1-c1ccc(C(=O)NN)cc1
  95	108	102	99	108	0.1	98	2
(32) CCN(CC(=O)Nc1c(F)cccc1F)C(=O)c1ccc(C(F)(F)F)cc1
  98	132	105	98	113	0.1	103	2
(33) Fc1ccc(-c2nnc(CSc3nnc4ccccn34)o2)cc1
  101	93	102	98	101	0.3	98	2
(34) N#Cc1nc(-c2ccco2)oc1NCCc1ccccc1
  98	95	103	95	101	-0.1	115	-4
(35) O=C(NCc1ccccn1)c1cc(-n2cnnc2)ccc1Cl
  86	108	102	107	103	-0.1	102	1
(36) CC(=O)Nc1ccc(NC2(C)C(=O)c3ccccc3C2=O)cc1
  104	104	102	113	109	0.0	105	6
(37) c1ccc2oc(-c3csc(N4CCOCC4)n3)cc2c1
  99	101	97	102	102	0.0	121	6
(38) Cc1cc(C)nc(SCNC(=O)c2ccc(Cl)cc2)n1
  103	98	100	106	103	0.1	95	-1
(39) O=C(/C=C/c1cccc([N+](=O)[O-])c1)Nc1cccc(NC(=O)c2cccs2)c1
  107	97	105	101	103	-0.1	89	-10
(40) COc1ccc(NC(=O)N(CCO)Cc2cc3c(C)cc(C)cc3[nH]c2=O)cc1
  99	92	96	94	108	0.1	119	12
(41) C(/C=C/C=C/Nc1ccccc1)=Nc1ccccc1
  101	91	105	103	104	0.0	102	4
(42) COc1cc(NC(=S)NCCCN2CCOCC2)cc(OC)c1OC
  97	97	98	99	105	0.4	97	-1
(43) COC(=O)CNC(=O)CSc1nnc(-c2ccc(OC)cc2)n1CC(C)C
  114	82	100	109	104	-0.3	105	-1
(44) CC(C)CNC(=O)/C(C#N)=C1\N=C(NC(=O)c2ccco2)c2ccccc21
  96	114	98	100	95	0.3	96	-5
(45) CS(=O)(=O)N(CC(=O)Nc1ccccc1C(=O)NCCc1ccccc1)c1ccc2c(c1)OCCO2
  98	86	99	101	98	0.0	100	10
(46) CCCCc1nnc(NC(=O)CCc2ccccc2)s1
  100	95	100	98	110	0.0	98	nt
(47) Cc1ccc(NCc2nnc(SCC(=O)O)n2Cc2ccccc2)cc1Cl
  94	110	103	100	93	0.3	99	1
(48) O=C(NCn1cnccc1=O)c1ccccc1
  103	88	105	112	110	0.3	115	1
(49) Cc1cc(N/N=C/c2ccccc2O)c2ccccc2n1
  94	100	100	93	92	0.6	90	107*
(50) O=C(Cc1coc2ccc3ccccc3c12)N1CCc2ccccc21
  nt	103	100	100	106	-0.2	99	2
(51) O=C(NC1CCC(O)CC1)c1cc(-c2ccco2)nc2ccccc12 (stereo not drawn)
  97	99	97	93	103	0.0	100	3
(52) Cc1ccc(C(=O)NCC(=O)OCC(=O)NCCNC(=O)COC(=O)CNC(=O)c2ccc(C)cc2)cc1
  109	94	107	109	101	-0.1	107	0
(53) Cc1c(C(=O)N/N=C/c2ccc(Cl)cc2)[nH]c2ccc(Cl)cc12
  102	104	104	98	100	-0.2	98	22
(54) CCCC1CCc2c(sc(NC(=O)OCC)c2C#N)C1 (stereo not drawn)
  96	98	105	nt	106	0.0	108	-2
(55) CCOC(=O)C1=C(C)NC(=O)NC1c1c(O)ccc2ccccc12 (stereo not drawn)
  103	95	103	103	101	0.0	95	8
(56) CCN(CC)C(=O)CSc1ncnc2c(-c3ccc(OC)cc3)nsc12
  107	116	101	99	101	-0.1	95	-2
(57) CCOC(=O)c1ccc2ncc(C(=O)OCC)c(NCCN3CCOCC3)c2c1
  105	103	106	104	109	-0.1	97	3
(58) Cc1ccccc1Nc1nc(N)nc(CSc2n[nH]c(N)n2)n1
  108	112	97	105	97	-0.1	104	0
(59) CC(=O)N1CCN2C(=O)C1CCCC(=O)c1cc(C(C)C)ccc12 (stereo not drawn)
  101	100	98	104	103	0.0	101	2
(60) CCC(NC(=O)CCl)c1ccc(C)cc1 (stereo not drawn)
  96	96	95	96	101	0.0	99	3

Pulled by structure from the entries so far (four):
Order of values – CIT2-GFP yeast	CR mimetic SO	RPL19A TOR yeast	AGP1 TOR yeast	MEP2-GFP yeast	Efflux pump mplx	LAP4-GFP MLPCN	AHR activator
(54) CCCC1CCc2c(sc(NC(=O)OCC)c2C#N)C1 (stereo not drawn)
  96	98	105	nt	106	0.0	108	-2
(49) Cc1cc(N/N=C/c2ccccc2O)c2ccccc2n1
  94	100	100	93	92	0.6	90	107*
(43) COC(=O)CNC(=O)CSc1nnc(-c2ccc(OC)cc2)n1CC(C)C
  114	82	100	109	104	-0.3	105	-1
(53) Cc1c(C(=O)N/N=C/c2ccc(Cl)cc2)[nH]c2ccc(Cl)cc12
  102	104	104	98	100	-0.2	98	22

More structures follow.
Order of values – CIT2-GFP yeast	CR mimetic SO	RPL19A TOR yeast	AGP1 TOR yeast	MEP2-GFP yeast	Efflux pump mplx	LAP4-GFP MLPCN	AHR activator
(61) COc1cc(OC)cc(-n2nnnc2SCC(=O)N2CCCc3ccccc32)c1
  94	97	96	103	104	-0.2	98	7
(62) Cc1cccc(N/C(=N/S(=O)(=O)c2ccccc2)c2ccccc2)n1
  99	101	106	101	93	0.0	90	-3
(63) CCOC(=O)N1CCN(C(=O)CSc2ccc(C(F)(F)F)cc2[N+](=O)[O-])CC1
  108	122	101	105	106	-0.2	103	4
(64) Cc1ccc(Nc2nc(N)nc(CSC(=S)N3CCN(c4ccccc4)CC3)n2)cc1
  89	114	92	83	84	-0.3	102	15
(65) C/C=C/c1ccc(OCCCNC)c(OC)c1
  106	79	101	102	106	0.1	109	1
(66) O=C(Cn1cncn1)NCc1ccccc1Br
  95	92	96	100	104	0.1	99	1
(67) CCCCNC(=S)N(CCCN(C)C)Cc1cc2cc3c(cc2[nH]c1=O)OCO3
  104	99	104	100	105	-0.2	97	12

From PubChem

No enrichment for hits. About 3.9% of those tested had a hit in this group.
